Source: PubChem BioAssay (Sanford-Burnham Center for Chemical Genomics)
SENP8 block-1 – inhibitors of human SENP8 protease; Q96LD8; recombinant SENP8, Nedd8 substrate fluorescence; inhibition, % at 20 µM; 360,000 tested, 0.64% active; AID 602440; in the data active = inhibition mostly above about 40%, no sharp cut-off; inactive = mostly below about 27%
HKDC1 inhibitor – inhibitors of human hexokinase HKDC1 | Q2TB90 | recombinant HKDC1, G6PDH/diaphorase resazurin coupled fluorescence | inhibition, % at 20 µM | 340,000 tested, 0.16% active | AID 493160;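 active = inhibition above about 35% when tested at 20 µM, limit read from the data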;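 note: plate controls were DMSO wells with enzyme for no effect and DMSO wells lacking enzyme for full effect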
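Assay system: in-house recombinant HK5 (HKDC1) enzyme. Input: HKDC1 at 5 µg/mL. Medium: Tris pH 8.0 buffer with MgCl2, Tween-20, BSA, BME. Dosing: single 20 µM dose. Schedule: 90 min reaction incubation at room temperature, dark. Signal: resazurin-to-resorufin fluorescence via G6PDH and diaphorase coupling, 525/613 nm. Controls: DMSO-enzyme wells negative, buffer-substituted wells positive.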
SENP7 block – blocks the human protease SENP7; Q9BQF6; recombinant SENP7, Z-RLRGG-aminoluciferin luminescence, 40 min; inhibition, % at 5 µM; 330,000 tested, 1.5% active; AID 434973;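 active = inhibition above about 50% at the single test dose, limit read from the data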;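 note: plate controls were DMSO with enzyme for no effect and no enzyme buffer wells for full effect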
Target sequence (Q9BQF6 706-1050 limits assumed): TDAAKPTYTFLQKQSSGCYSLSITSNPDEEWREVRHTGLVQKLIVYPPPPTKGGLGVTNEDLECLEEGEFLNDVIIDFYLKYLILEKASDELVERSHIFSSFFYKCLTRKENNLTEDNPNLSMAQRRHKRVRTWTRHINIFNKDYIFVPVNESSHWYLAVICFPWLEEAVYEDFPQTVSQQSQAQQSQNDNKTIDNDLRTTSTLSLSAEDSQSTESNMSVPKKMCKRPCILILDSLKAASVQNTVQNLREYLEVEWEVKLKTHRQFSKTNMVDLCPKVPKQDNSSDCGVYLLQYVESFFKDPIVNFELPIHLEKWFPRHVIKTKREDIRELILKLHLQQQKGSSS
SENP6 block – SENP6 protease inhibition; Q9GZR1; Recombinant SENP6 catalytic domain, aminoluciferin luminescence; inhibition, % at 10 µM; 330,000 tested, 1.8% active; AID 2599;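 active = inhibition above about 50% at the single tested dose, limit read from the data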;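 note: plate controls were DMSO wells with enzyme for no effect and DMSO wells lacking enzyme for full effect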
Target sequence (Q9GZR1 628-1112 limits assumed): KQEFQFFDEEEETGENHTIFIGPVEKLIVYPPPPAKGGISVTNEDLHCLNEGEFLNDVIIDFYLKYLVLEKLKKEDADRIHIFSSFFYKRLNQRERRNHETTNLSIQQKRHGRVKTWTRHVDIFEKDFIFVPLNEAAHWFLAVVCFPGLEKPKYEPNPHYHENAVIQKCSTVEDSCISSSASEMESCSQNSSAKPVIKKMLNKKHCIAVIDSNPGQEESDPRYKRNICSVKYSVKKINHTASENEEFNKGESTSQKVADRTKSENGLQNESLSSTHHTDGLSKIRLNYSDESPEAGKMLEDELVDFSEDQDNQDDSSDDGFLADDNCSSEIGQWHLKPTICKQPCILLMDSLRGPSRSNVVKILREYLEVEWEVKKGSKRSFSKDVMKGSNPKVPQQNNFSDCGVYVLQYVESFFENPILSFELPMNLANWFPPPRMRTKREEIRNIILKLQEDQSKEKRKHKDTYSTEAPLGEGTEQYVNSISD
UBC13 inh – blocks human UBC13 polyubiquitin chain formation; P61088; TR-FRET; inhibition, % at 20 µM; 330,000 tested, 0.47% active; AID 485273; in the data active = inhibition above about 45%, passing the limit was not always enough
Target sequence (P61088 whole entry, looked up): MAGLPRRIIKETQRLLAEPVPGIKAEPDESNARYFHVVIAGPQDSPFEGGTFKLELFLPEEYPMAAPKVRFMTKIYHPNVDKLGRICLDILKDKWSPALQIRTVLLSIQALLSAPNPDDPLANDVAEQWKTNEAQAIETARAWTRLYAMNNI
SENP1 FRET inh – SENP1 (human) catalytic domain inhibition; recombinant SENP1 catalytic domain, CyPet-SUMO1-YPet FRET cleavage; 360,000 tested, 0.21% active; inhibition, % at 10 µM; Q9P0U3;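 active = inhibition at least 30% at 10 µM, raw YFP signal under a set limit, fluorescence ratio 0.5 to 1.5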;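 note: 0% = enzyme with DMSO and 100% = no enzyme wells; some results filed as inactive read as strong as hits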
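Test system: human SENP1 catalytic domain; medium: Tris pH 8 buffer plus EDTA, NaCl, BME, BSA, NP40, catalase; incubation: 50 min reaction at room temperature; technique: FRET, CFP and YFP emission; controls: no-enzyme low control and enzyme-plus-DMSO high control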
PfG6PD inh – PfG6PD (Plasmodium falciparum) enzyme inhibition | inhibition, % at 20 µM | PfGluPho enzyme, NADPH resazurin-diaphorase fluorescence | 350,000 tested, 0.78% active;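 active = inhibition reaching at least a set limit at 20 µM in the primary screen, cut at about 59% in these data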;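 note: 0% = DMSO wells with substrate and 100% = DMSO wells lacking glucose-6-phosphate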
MIN6 prolif – induces beta-cell replication in MIN6 cells; MIN6 cells proliferation, ATPlite luminescence, 48 h; cells starved in 0.2% serum; 100% = growth in 10% serum; proliferation, % at 10 µM; 330,000 tested, 0.29% active; AID 2380;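 active = compounds whose signal lies at least 3.5 SD above the mean of all wells on their plate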;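 note: 0% = DMSO-treated cells in low-serum medium and 100% = 10% serum control; some compounds called inactive have numbers as strong as hits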
SENP8 block-2 – SENP8 protease inhibition; inhibition, % at 10 µM; 330,000 tested, 1.2% active; AID 2540; purified SENP8, Z-RLRGG-aminoluciferin cleavage, luminescence; Q96LD8; in the data active = inhibition above about 50%
The depositor's hits bear a star; nt = not tested or not shown.

SMILES	SENP8 block-1	HKDC1 inhibitor	SENP7 block	SENP6 block	UBC13 inh	SENP1 FRET inh	PfG6PD inh	MIN6 prolif	SENP8 block-2
O=C(C1COc2ccccc2O1)N1CCCC1 (stereo not drawn)	9	-1	0	-17	-8	1	-11	1	-8
Cc1ccc(-c2csc(NC(=O)/C=C/c3cccs3)n2)cc1C	-59	0	-1	-18	3	1	16	0	-4
Cc1ccc(C(=O)NCCC(=O)NCc2ccco2)cc1	-1	0	5	0	1	2	1	0	7
O/C(=C\Sc1nnc(Cc2ccccc2)o1)c1ccc(F)cc1	14	3	12	8	6	1	-9	-2	4
O=C(CN(C(=O)c1csnn1)c1cccc2ccccc12)NC1CCCC1	11	-6	-2	4	-8	0	-8	-1	3
Cc1cccc2cc3c(NC(=O)CC(C)C)nn(C)c3nc12	-478	-3	0	-18	9	4	-16	1	1
O=C1c2nc3cc(-c4ccccc4)[nH]n3c(=O)c2CN1Cc1ccccc1	nt	9	5	-14	10	nt	-16	-2	-5
CCOc1cc(C)c(-c2onc(C(F)(F)F)c2-c2csc(C)n2)c(O)c1	20	-2	-4	-4	13	2	13	-5	-5
COc1ccccc1NC(=O)CSc1nnc(CC(=O)Nc2ccccc2)n1C	19	-3	-8	-6	-8	1	2	-2	-5
CSc1ncc(C(=O)Nc2ccccc2)cn1	8	0	0	1	-2	2	4	-2	-8
NS(=O)(=O)c1ccc(CCNC(=O)C2CCCO2)cc1 (stereo not drawn)	-2	-6	11	-4	-8	1	-11	-5	-5
CCOC(=O)Cn1c(-c2nonc2NC(=O)c2ccccc2F)nc2ccccc21	-307	3	-11	-20	-16	-32	-3	-2	3
O=C(Cn1c(N2CCN(c3ccccc3)CC2)nc2ccccc21)c1ccccc1	18	-1	0	-8	3	-2	16	-3	-1
Cc1ccccc1OCC(=O)OCC(=O)NCC1CCCCC1	5	-2	-1	-9	6	5	8	2	12
CCOP(=O)(OCC)c1nc(Cc2ccccc2)oc1NCc1ccccc1	8	-1	5	0	15	0	6	2	0
CCN(CC(=O)Nc1c(F)cccc1F)C(=O)c1ccccn1	-4	-7	-7	-7	-16	2	-5	-4	-2
CCOC(=O)C(NC(=O)c1ccccc1OCC)(Nc1ncccn1)C(F)(F)F (stereo not drawn)	20	-5	4	0	0	1	12	-2	-1
COc1ccc(CCNC(=O)c2ccc(N(C)S(=O)(=O)c3ccccc3)cc2)cc1	11	-2	-1	-10	-8	3	38	-4	0
CCCc1nc2c(o1)CC(CC(C)SCC)CC2=O (stereo not drawn)	18	4	9	-6	-1	0	-10	-2	-2
O=C(c1ccc([N+](=O)[O-])s1)N1CCN(c2ccccn2)CC1	30	-4	5	0	-7	0	15	0	6
COc1ccc(-n2nc(C(=O)NCC(=O)N(C)Cc3ccccc3)c3ccccc3c2=O)cc1OC	-65	-1	7	-2	8	1	5	0	9
COc1ccc(-n2nnnc2CNC(=O)c2ccc3ccccc3c2)cc1	7	-3	14	-6	-2	2	11	-2	-11
CCN(CC)S(=O)(=O)c1ccc(C(=O)NCCOC(=O)c2ccc(F)cc2F)cc1	9	2	5	6	-4	-2	-7	2	-7
CCC(C)/C(C)=N/NC(=O)c1cn(-c2ccccc2)nc1-c1ccccc1 (stereo not drawn)	5	-4	3	-19	0	4	-11	2	-8
Cc1ccc(NC(=O)CN(C)C(=O)CSc2nnc(C(F)(F)F)n2C)cc1	27	-1	6	-14	-8	0	-9	-4	-3

6 neighbouring entries from above, quoted:
SMILES	SENP8 block-1	HKDC1 inhibitor	SENP7 block	SENP6 block	UBC13 inh	SENP1 FRET inh	PfG6PD inh	MIN6 prolif	SENP8 block-2
Cc1ccc(C(=O)NCCC(=O)NCc2ccco2)cc1	-1	0	5	0	1	2	1	0	7
O/C(=C\Sc1nnc(Cc2ccccc2)o1)c1ccc(F)cc1	14	3	12	8	6	1	-9	-2	4
O=C(CN(C(=O)c1csnn1)c1cccc2ccccc12)NC1CCCC1	11	-6	-2	4	-8	0	-8	-1	3
Cc1cccc2cc3c(NC(=O)CC(C)C)nn(C)c3nc12	-478	-3	0	-18	9	4	-16	1	1
O=C1c2nc3cc(-c4ccccc4)[nH]n3c(=O)c2CN1Cc1ccccc1	nt	9	5	-14	10	nt	-16	-2	-5
CCOc1cc(C)c(-c2onc(C(F)(F)F)c2-c2csc(C)n2)c(O)c1	20	-2	-4	-4	13	2	13	-5	-5

Full records, looked up by structure. Order of screens: SENP8 block-1, HKDC1 inhibitor, SENP7 block, SENP6 block, UBC13 inh, SENP1 FRET inh, PfG6PD inh, MIN6 prolif, SENP8 block-2
COc1ccc(-n2nc(C(=O)NCC(=O)N(C)Cc3ccccc3)c3ccccc3c2=O)cc1OC is listed with -65, -1, 7, -2, 8, 1, 5, 0, 9
CCN(CC(=O)Nc1c(F)cccc1F)C(=O)c1ccccn1 is listed with -4, -7, -7, -7, -16, 2, -5, -4, -2
O=C(C1COc2ccccc2O1)N1CCCC1 (stereo not drawn) is listed with 9, -1, 0, -17, -8, 1, -11, 1, -8
Cc1ccc(NC(=O)CN(C)C(=O)CSc2nnc(C(F)(F)F)n2C)cc1 is listed with 27, -1, 6, -14, -8, 0, -9, -4, -3
NS(=O)(=O)c1ccc(CCNC(=O)C2CCCO2)cc1 (stereo not drawn) is listed with -2, -6, 11, -4, -8, 1, -11, -5, -5

(further entries)
SMILES	SENP8 block-1	HKDC1 inhibitor	SENP7 block	SENP6 block	UBC13 inh	SENP1 FRET inh	PfG6PD inh	MIN6 prolif	SENP8 block-2
COc1ccc(/C=N/n2c(-c3ccco3)nc3ccccc3c2=O)cc1	10	-1	-9	-24	-17	-4	6	-2	-24
CC(C)CC(=O)NC(=S)N1CCN(c2ccc([N+](=O)[O-])cc2Cl)CC1	13	6	0	0	4	-2	4	-1	-3
CC(C)NC(=O)C1CCN(C(=O)N(C)C)CC1	-2	-6	10	-8	-3	-1	-1	-1	-2
CCOc1c(C#N)c(C#N)c2nc(C)cc(C)n12	-175	-1	1	-15	3	-17	-18	-2	-3
NCCCC[C@@H]1NC(=O)c2cc([N+](=O)[O-])cc(I)c2SC[C@@H](C(N)=O)NC(=O)[C@H](Cc2ccc(O)cc2)NC1=O	25	4	7	5	59*	3	30	-4	-1
CCOC(=O)c1sc(NC(=O)COC(=O)CNC(=O)c2ccco2)c(C(=O)OCC)c1C	9	2	-11	-22	4	-1	18	0	-16
O=C(Nc1ccncc1)c1cccc(S(=O)(=O)N2CCN(c3ccc(F)cc3)CC2)c1	13	-1	3	4	0	-1	7	0	5
CC(=O)c1cccc(NC(=S)N2CCN(S(=O)(=O)c3ccccc3)CC2)c1	2	-6	-6	-6	8	0	21	-1	-1
O=C(CN1C(=O)CC(c2ccccc2)=Nc2ccccc21)NCc1ccccc1	18	-6	-7	0	-10	1	-15	0	1
Cc1cccc(NC(=O)c2cnn(-c3ccc(F)cc3)c2C2CCNCC2)c1C	17	8	-9	-10	14	0	13	-1	-11
O=C(CNc1cccc([N+](=O)[O-])c1)NC(=O)NC1CCCCC1	12	3	-4	3	2	5	18	-1	-17
CC(C)C(=O)Nc1ccc2c(c1)nc(CCN1CCN(c3ccccn3)CC1)n2C	20	0	0	7	2	12	-6	0	-6
CSCCC(NC(N)=O)C(=O)NCc1ccc(Cl)cc1 (stereo not drawn)	0	-1	0	-7	-2	-1	-3	-1	3
O=C(NCc1cc2ccccc2[nH]1)C1CCC(=O)N(CCCN2CCCC2=O)C1 (stereo not drawn)	-45	5	4	-4	-5	-35	-3	0	2
COc1ccc(NC(=O)CC(=O)Nc2ccc(OC)cc2OC)c(OC)c1	19	15	-10	-2	-18	2	14	-2	-6
Cn1nc(C(F)(F)F)c(-c2ccc(Br)cc2)c1NC(=O)C1CCC1C(=O)O (stereo not drawn)	13	-3	3	-35	0	0	-12	-1	0
Cc1ccc(NC(=O)c2ccc(CNc3c(N4CCOCC4)c(=O)c3=O)cc2)cc1	28	-6	13	-13	-4	1	0	-2	-13
Cc1cc(C(C)(C)C)ccc1OCCn1ccnc1	31	5	-14	-7	-2	4	-12	0	-10
O=C(Nc1ccnn1C1CCN(CC2CC=CCC2)CC1)c1ccccc1 (stereo not drawn)	3	0	3	0	-5	-26	-5	-2	-13
c1ccc(COc2cncc(-c3cccnc3)c2)cc1	19	-3	-2	-14	-3	1	-16	1	-12
Cc1cc(C)c2ccc3c(C)c(C)nc3c2[nH]1	-61	-2	1	-16	5	-13	-6	-1	-7
O=C(COC(=O)[C@@H]1CCCN1C(=O)c1cccs1)NCCc1ccccc1	9	-6	-7	0	2	0	-10	-1	-10
Nc1ccccc1NC1=CC(=O)CC(c2ccccc2)C1 (stereo not drawn)	nt	nt	-5	-14	-9	nt	nt	-1	-8
CCS(=O)(=O)n1nc(-c2ccc(OC)cc2)nc1SC	19	-4	11	-19	-1	2	-7	-1	-1
CCCOc1cccc(C(=O)NC(=S)Nc2cccc(C(F)(F)F)c2)c1	6	-6	-1	-19	0	2	48	-5	1
SMILES	SENP8 block-1	HKDC1 inhibitor	SENP7 block	SENP6 block	UBC13 inh	SENP1 FRET inh	PfG6PD inh	MIN6 prolif	SENP8 block-2
COc1ccc(NS(=O)(=O)c2cccc(C(=O)N/N=C/c3ccccc3OC)c2)cc1	-22	-2	1	6	-5	1	32	2	7
COc1cc(OC)cc(C(=O)OCC(=O)Nc2ccc(F)cc2F)c1	6	5	5	3	-1	2	-16	1	-4
CCOc1ccc(CCNC(=O)CCNS(=O)(=O)c2ccc3c(c2)CCN3C(C)=O)cc1OCC	5	1	1	9	4	2	1	-1	7
Cc1cc(C)c(C#N)c(SCc2nc3ccccc3[nH]2)n1	-461	3	4	-8	7	-22	20	-4	-2
C[C@@H]1CN([C@H](C)CO)C(=O)c2cc(NC(=O)Cc3ccccc3)ccc2O[C@H]1CN(C)Cc1ccc(Oc2ccccc2)cc1	4	3	12	15	16	0	5	-6	-1
C=C(Cl)COc1ccc2c(CCCC)cc(=O)oc2c1	-129	2	-2	-12	2	-2	-4	-3	-10
CCn1c(SCC(=O)N2CCCc3ccccc32)nnc1-c1c[nH]c2ccccc12	26	-8	-5	-12	1	-1	-26	-5	-1
CCCCN(CC(=O)NCc1ccc(F)cc1)C(=O)c1ccco1	10	-5	5	-1	3	3	-24	0	3
COc1ccc(CNS(=O)(=O)c2ccc(Br)s2)cc1	-3	1	3	10	6	3	4	2	1

Limited to HKDC1 inhibitor, SENP1 FRET inh and SENP7 block, for some of the entries so far:
SMILES	HKDC1 inhibitor	SENP1 FRET inh	SENP7 block
C[C@@H]1CN([C@H](C)CO)C(=O)c2cc(NC(=O)Cc3ccccc3)ccc2O[C@H]1CN(C)Cc1ccc(Oc2ccccc2)cc1	3	0	12
C=C(Cl)COc1ccc2c(CCCC)cc(=O)oc2c1	2	-2	-2
